High-throughput results (PubChem BioAssay)
GPR7 antag: blocks human GPR7 receptor signaling | inhibition, % at 4.4 µM | actives 1.1% (n = 290,000) | AID 1861 | GPR7-expressing cells, fluorescence antagonist assay | P48145; in the data active means inhibition above about 16%, passing the limit was not always enough;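 further: cells stimulated with the agonist NPW; 0% = agonist with vehicle and 100% = vehicle without agonist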
Target sequence (P48145 whole entry, looked up): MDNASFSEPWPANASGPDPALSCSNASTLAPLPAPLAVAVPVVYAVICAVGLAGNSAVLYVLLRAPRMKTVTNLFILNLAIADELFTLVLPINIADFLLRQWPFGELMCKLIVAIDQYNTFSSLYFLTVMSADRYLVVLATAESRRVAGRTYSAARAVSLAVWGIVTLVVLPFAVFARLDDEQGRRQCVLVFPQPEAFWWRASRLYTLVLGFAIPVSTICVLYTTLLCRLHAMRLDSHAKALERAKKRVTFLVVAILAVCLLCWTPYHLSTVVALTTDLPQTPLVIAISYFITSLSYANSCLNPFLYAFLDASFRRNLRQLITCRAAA
PHOSPHO1 inh: inhibitors of human PHOSPHO1 phosphatase. Q8TCT1. recombinant PHOSPHO1, absorbance phosphatase assay. inhibition, % at 13.3 µM. actives 1.1% (n = 290,000); in the data active means inhibition above about 60%
Target sequence (Q8TCT1 whole entry, looked up): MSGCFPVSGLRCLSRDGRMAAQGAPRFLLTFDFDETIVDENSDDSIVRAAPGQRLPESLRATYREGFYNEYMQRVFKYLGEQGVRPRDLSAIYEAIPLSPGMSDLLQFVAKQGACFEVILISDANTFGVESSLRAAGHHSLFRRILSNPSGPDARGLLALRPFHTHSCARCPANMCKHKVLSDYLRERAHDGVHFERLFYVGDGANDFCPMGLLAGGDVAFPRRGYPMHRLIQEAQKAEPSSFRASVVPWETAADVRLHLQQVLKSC
NALP1 inh: blocks the NALP1 inflammasome reconstituted in yeast; S. cerevisiae NALP1/ASC/caspase-1 growth, X-gal OD620, 72 h; inhibition, % at 10 µM; actives 0.61% (n = 280,000); AID 2071; in the data active means inhibition mostly above about 24%, no sharp cut-off; inactive means mostly below about 32%; further: some compounds called inactive have numbers as strong as hits
* hit, by the source's call; / = not tested or not shown. Not all compounds are listed, so the mix of outcomes need not match the whole.

SMILES	GPR7 antag	PHOSPHO1 inh	NALP1 inh
CCCc1nc(SCC(=O)N2CCc3ccccc32)c2c(=O)n(C)c(=O)n(C)c2n1	/	19.9	/
Cc1cc(=O)oc2c1c(C)nn2-c1ccc(C(=O)OC(C)C)cc1	/	-0.5	/
CCOC(=O)C(C)Sc1nc(-c2ccc(OC)cc2)nc2c1c(=O)n(C)c(=O)n2C (stereo not drawn)	/	15.2	/
O=C1c2oc3ccc(F)cc3c(=O)c2C(c2ccncc2)N1CCN1CCOCC1 (stereo not drawn)	/	-0.5	/
O=C(CSc1ccc2nnc(-c3cccnc3)n2n1)N1CCc2ccccc21	/	4.7	/
Cc1cncn1CCc1nc2c3ccccc3nc(=S)n2[nH]1	1.7	/	/
Cc1nc(N2CCc3ccccc32)[nH]c(=O)c1CCC(C)C	14.3	/	/
COC(=O)c1cc(OC)c(OC)cc1NC(=O)c1c(C)noc1C	-7.9	/	/
O=C1C(=O)N(CCCn2ccnc2)C(c2cccnc2)/C1=C(/O)c1ccc(Br)cc1 (stereo not drawn)	-13.9	/	/
COc1ccc(/C=C2\C(=O)N(c3nc(-c4ccc(Br)cc4)cs3)N=C2c2ccccc2)cc1	-18.7	/	/
CC1CCN(S(=O)(=O)c2ccc(S(=O)(=O)N3CCCN(Cc4ccccc4)C3)cc2)CC1	-6.8	/	/
Cc1cc(C)nc(-n2nc(C)cc2NC(=O)c2ccc(Br)o2)n1	-3.7	/	/
Cc1ccc(-c2nnc3c4ccccc4c(C)nn23)cc1NC(=O)c1ccco1	-14.0	/	/
Cn1c(=O)n(CCN2CCOCC2)c(=O)c2c1nc1n2CCN1c1ccccc1	-15.8	/	/
Cc1ccc(Cc2c(C)nc3c(C(=O)O)cnn3c2C)cc1	-14.1	/	/
CC1=NC(=O)C(N=Nc2ccccc2C)N1c1ccccc1 (stereo not drawn)	-3.7	/	/
COc1cccc(C2/C(=C(\O)c3ccc4c(c3)OCCO4)C(=O)C(=O)N2CCCN(C)C)c1OC (stereo not drawn)	-5.2	/	/
Cc1c(C(=O)N2CCN(c3ccccc3)CC2)sc2ncnc(N3CCN(c4ccccc4)CC3)c12	3.6	/	/
Cc1oc2cc3c(C(=O)N4CCN(c5ccccc5)CC4)c(C)oc3cc2c1C(=O)N1CCN(c2ccccc2)CC1	-10.1	/	/
CCCCCCNC(=O)c1c(N)n(/N=C/c2ccco2)c2nc3ccccc3nc12	-15.1	/	/
Cc1nc(NC2=NCN(CC3CCCO3)CN2)nc2ccccc12 (stereo not drawn)	-6.8	/	/
CC(=O)Nc1c(C(=O)N2CCN(c3ncccn3)CC2)cnn1-c1ccccc1Cl	9.2	/	/
CCOC(=O)c1c(C)oc2cc3c(C(=O)OCC)c(C)oc3cc12	-6.8	/	/
O=C(c1ccco1)N1CCN(Cc2ccccc2C(F)(F)F)CC1	8.7	/	/
Cc1cc(SCC(=O)Nc2c(C)n(C)n(-c3ccccc3)c2=O)n2c(nc3ccccc32)c1C#N	-2.0	/	/
CCc1nnc(NC(=O)CSc2nnc(CSc3nc(C)cc(C)n3)n2CC)s1	15.1	/	/
COc1cc(-c2ccc(NC(=O)CN3CCCCC3)c(OC)c2)ccc1NC(=O)CN1CCCCC1	-7.9	/	/
CCN(CC)c1ccc2cc(-c3nnc(-c4ccc(Br)cc4)o3)c(=O)oc2c1	-7.7	/	/
O=C(CCn1c(=S)[nH]c2cc3c(cc2c1=O)OCO3)N1CCN(C2CCCCC2)CC1	-10.3	/	/
CCCCCc1nc2ccccc2c(=O)n1NC(=O)c1c(O)c2cccc3c2n(c1=O)CCC3	-3.1	/	/
COc1ccc2nc(SCC(=O)N3CCN(c4ccccc4F)CC3)c(C#N)cc2c1	-3.9	/	/
Clc1cccc(-c2nnc3sc(-c4ccccc4)nn23)c1	-18.7	/	/
CC1CCN(CCn2c(=S)[nH]c3ncccc3c2=O)CC1	-18.3	/	/
Cn1nc(-c2ccc(N3CCOCC3)c(NC(=O)COc3ccccc3)c2)c2ccccc2c1=O	-2.7	/	/
CCCc1nc2ccccc2n2cc3c(=O)n(C)c(=O)n(C)c3c12	-17.3	/	/
C=CCn1c(SCC(=O)NCc2ccco2)nc2sc3c(c2c1=O)CCCCC3	-11.0	/	/
CCC(c1nnnn1C(C)(C)C)N(Cc1cc2cccc(C)c2n2nnnc12)C1CCCC1 (stereo not drawn)	-12.7	/	/
COc1cc(-n2c3nc4ccccc4nc3c3c(=O)n(Cc4ccco4)cnc32)cc(OC)c1OC	-3.2	/	/
CCn1cc(C(=O)O)c(=O)c2cnc(N3CCN(C(=O)Nc4ccccc4)CC3)nc21	-8.9	/	/
Cc1ccc(-c2cc(C(=O)NCC3CCCO3)c3ccccc3n2)o1 (stereo not drawn)	-13.7	/	/
COc1ccc(CNC(=O)CSc2nc3c(c(=O)n(C)c(=O)n3C)n2C)cc1	-7.1	/	/
c1ccc(-c2nn3c(C4COc5ccccc5O4)nnc3s2)cc1 (stereo not drawn)	-9.1	/	/
CCCCC1CCC(C(=O)Nc2c(C)n(C)n(-c3ccccc3)c2=O)CC1 (stereo not drawn)	1.5	/	/
Cn1c(=O)c2c(nc(CN3CCc4ccccc4C3)n2CCc2ccccc2)n(C)c1=O	-5.3	/	/
CN(C(=O)c1ccccn1)c1nnc(-c2ccncc2)s1	-21.4	/	/
Cc1cccn2c(=O)c3cc(C(=O)NCC4CCCO4)n(C)c3nc12 (stereo not drawn)	-13.2	/	/
Cn1c2c(c(=O)n(C)c1=O)C(c1cccc(Br)c1)C1C(=O)c3ccccc3C1=N2 (stereo not drawn)	-8.0	/	/
CN(C)c1ccc(/C=N/N2C(=N)N(c3ccccc3)C(=S)C2=Nc2ccccc2)cc1	-5.0	/	/
CC(=O)c1cc2c(cc1NC(=O)CN1CCN(C(=O)c3ccco3)CC1)OCO2	5.2	/	/
Cc1cc[n+](-c2nc([O-])n(-c3ccccc3)c2C=O)cc1	-2.7	/	/
O=C(OCN1C(=O)c2ccccc2C1=O)c1ccc2c(=O)n3c(nc2c1)CCC3	-2.6	/	/
COc1ccc(-c2ccc(=O)n(CC(=O)N3CCN(c4ccccc4OC)CC3)n2)cc1	-9.1	/	/
CCc1cc2c(=O)c(-c3nc4ccccc4[nH]3)coc2c(CN2CCC(C)CC2)c1O	11.4	/	/
CCN(CC)c1ccc(/C=C2\C(=O)N(c3ccc([N+](=O)[O-])cc3)N=C2N2CCOCC2)cc1	-5.0	/	/
CCCCCNC(=O)C(C#N)c1nc2ccccc2nc1N1CC(C)OC(C)C1 (stereo not drawn)	-8.9	/	/
COC(=O)c1ccccc1NC(=O)CSc1nc2c(c(=O)n(C)c(=O)n2C)n1C	-5.8	/	/
O=C1c2ccccc2C(=O)N1CCCN1CCN(CCCN2C(=O)c3ccccc3C2=O)CC1	-5.3	/	/
COc1cccc(CN2CCN(C(=O)c3cccc(F)c3)CC2)c1	6.8	/	/
CCOc1cc(NC(=O)c2cnccn2)c(OCC)cc1NC(=O)c1ccc(C)cc1	-21.5	/	/
c1nc(N2CCOCC2)c2sc3nc(N4CCOCC4)c4c(c3c2n1)CCCC4	0.5	/	/

Remaining list, next part.
SMILES	GPR7 antag	PHOSPHO1 inh	NALP1 inh
CCCn1c2c(c(O)c(C(=O)Nc3ccc(C)cn3)c1=O)CCCC2	-3.7	/	/
CCOC(=O)c1cc2c(=O)n3cccc(C)c3nc2n(Cc2cccnc2)c1=N	-13.0	/	/
CCOC(=O)c1sc(NC(=S)n2cc(C)cn2)c(C(=O)OCC)c1C	-5.6	/	/
COC(=O)c1ccc(CSc2nc(-c3ccc(OC)cc3)nc3c2c(=O)n(C)c(=O)n3C)o1	2.9	/	/
O=C(N1CCOCC1)N1CCN(C(=O)N2CCOCC2)CC1	-8.9	/	/
O=C1c2ccccc2-c2ncnc3cccc1c23	-5.5	/	/
CN(C)c1ccc(CNC23CC4CC(CC(C4)C2)C3)cc1	20.5	/	/
COC(=O)c1ccccc1NC(=O)c1cc(-c2ccc(OC)c(OC)c2)on1	-13.2	/	/
COc1cccc(C2C(C(=O)c3ccc(C)o3)=C(O)C(=O)N2CCCN(C)C)c1 (stereo not drawn)	-3.6	/	/
Cc1cc(N2CCN(c3nc(N4CCOCC4)nc4ccccc34)CC2)c2ccccc2n1	5.2	/	/
Cc1cc(-c2ccccc2)nc(N2CCC(C(=O)NCC3CCCCC3)CC2)n1	-6.7	/	/
O=C1C(=O)N(CCCn2ccnc2)C(c2cccnc2)/C1=C(/O)c1ccccc1 (stereo not drawn)	-12.0	/	/
COc1ccc(N2CCN(CC(=O)Nc3cc4c(cc3C(C)=O)OCO4)CC2)cc1	-5.2	/	/
CC1CN(S(=O)(=O)c2cccc(-c3cn4cccnc4n3)c2)CC(C)O1 (stereo not drawn)	/	8.7	3.2
Cc1ccc(N2CCCn3c2nc2c3c(=O)n(CCN3CCOCC3)c(=O)n2C)cc1	/	1.1	12.4
CCOC(=O)c1ccccc1NC(=O)CC1Nc2ccccc2NC1=O (stereo not drawn)	/	-5.5	-2.7
COc1cc(C(=O)Nc2c(-c3ccccn3)c(=O)c3ccccc3n2C)cc(OC)c1OC	/	8.9	18.5
CCN1CCN(C2CCN(C(C)=O)CC2)CC1	/	-7.4	7.0
O=S(=O)(c1ccccc1)N1CCC(N2CCN(c3ccccc3)CC2)CC1	/	19.2	9.2
Cn1c(-n2c(CCN3C(=O)c4ccccc4C3=O)nc3ccccc3c2=O)nc2ccccc21	/	4.7	6.3
CCCCn1c(SCc2cc(=O)n3ccsc3n2)nc2cc(C(=O)OC)ccc2c1=O	/	12.7	11.1
CCOc1ccc(C2/C(=C(/O)c3ccc(Cl)cc3)C(=O)C(=O)N2CCCN(C)C)cc1OC (stereo not drawn)	/	-23.9	2.8
Cn1c(=O)[nH]c(=O)c2c1nc(N1CCCCCC1)n2CC(=O)c1ccccc1	/	-2.4	11.9
O=c1c2c3nc4ccccc4nc3n(/N=C/c3cccs3)c2ncn1-c1ccccc1	/	36.4	20.0
Cc1cc(C)c(S(=O)(=O)N2CCN(c3nc4c(c(=O)n(C)c(=O)n4C)n3C)CC2)c(C)c1	/	-6.9	-9.7
Cc1nc(SCC(=O)c2c(C)[nH]c3ccccc23)c2c(=O)n(C)c(=O)n(CC(C)C)c2n1	/	16.7	-1.1
CCCSc1nnc2n(Cc3ccccc3)c(=O)c3c4c(sc3n12)CCC4	/	-28.4	35.2
Cc1c(N=CC=Nc2c(C)n(C)n(-c3ccccc3)c2=O)c(=O)n(-c2ccccc2)n1C	/	0.5	-2.0
Cc1cc(C)nc(N2CCN(c3ncnc4c3oc3ccccc34)CC2)n1	/	-10.9	4.9
Cc1cc(C)nc(/N=C/c2c(O)n(C)c(=O)n(C)c2=O)n1	/	0.6	-14.6
CSc1nc(C)c2c(n1)OC(CN1C(=O)c3ccccc3C1=O)C2 (stereo not drawn)	/	17.9	7.3
Cc1c(C(=O)Nc2ccccc2N2CCOCC2)sc2nc3n(c(=O)c12)CCC3	/	-1.6	-1.0

18 compounds from above, arranged by heavy-atom count, falling:
SMILES	GPR7 antag	PHOSPHO1 inh	NALP1 inh
Cc1oc2cc3c(C(=O)N4CCN(c5ccccc5)CC4)c(C)oc3cc2c1C(=O)N1CCN(c2ccccc2)CC1	-10.1	/	/
COc1cc(-n2c3nc4ccccc4nc3c3c(=O)n(Cc4ccco4)cnc32)cc(OC)c1OC	-3.2	/	/
Cn1nc(-c2ccc(N3CCOCC3)c(NC(=O)COc3ccccc3)c2)c2ccccc2c1=O	-2.7	/	/
O=C1c2ccccc2C(=O)N1CCCN1CCN(CCCN2C(=O)c3ccccc3C2=O)CC1	-5.3	/	/
COC(=O)c1ccc(CSc2nc(-c3ccc(OC)cc3)nc3c2c(=O)n(C)c(=O)n3C)o1	2.9	/	/
Cn1c(=O)c2c(nc(CN3CCc4ccccc4C3)n2CCc2ccccc2)n(C)c1=O	-5.3	/	/
CCc1cc2c(=O)c(-c3nc4ccccc4[nH]3)coc2c(CN2CCC(C)CC2)c1O	11.4	/	/
CCOC(=O)C(C)Sc1nc(-c2ccc(OC)cc2)nc2c1c(=O)n(C)c(=O)n2C (stereo not drawn)	/	15.2	/
CCCCCNC(=O)C(C#N)c1nc2ccccc2nc1N1CC(C)OC(C)C1 (stereo not drawn)	-8.9	/	/
COc1ccc(CNC(=O)CSc2nc3c(c(=O)n(C)c(=O)n3C)n2C)cc1	-7.1	/	/
CCCSc1nnc2n(Cc3ccccc3)c(=O)c3c4c(sc3n12)CCC4	/	-28.4	35.2
CC1CN(S(=O)(=O)c2cccc(-c3cn4cccnc4n3)c2)CC(C)O1 (stereo not drawn)	/	8.7	3.2
Cc1cccn2c(=O)c3cc(C(=O)NCC4CCCO4)n(C)c3nc12 (stereo not drawn)	-13.2	/	/
CSc1nc(C)c2c(n1)OC(CN1C(=O)c3ccccc3C1=O)C2 (stereo not drawn)	/	17.9	7.3
Cc1cc(C)nc(-n2nc(C)cc2NC(=O)c2ccc(Br)o2)n1	-3.7	/	/
CC1=NC(=O)C(N=Nc2ccccc2C)N1c1ccccc1 (stereo not drawn)	-3.7	/	/
Cc1cc[n+](-c2nc([O-])n(-c3ccccc3)c2C=O)cc1	-2.7	/	/
CCN1CCN(C2CCN(C(C)=O)CC2)CC1	/	-7.4	7.0

Random excerpt: 2 records from the list.
SMILES	GPR7 antag	PHOSPHO1 inh	NALP1 inh
Cc1c(N=CC=Nc2c(C)n(C)n(-c3ccccc3)c2=O)c(=O)n(-c2ccccc2)n1C	/	0.5	-2.0
CCCCn1c(SCc2cc(=O)n3ccsc3n2)nc2cc(C(=O)OC)ccc2c1=O	/	12.7	11.1
